# FBPA coupling cs: inhibits coupling enzyme system, counter-screen for aldolase hits; coupling enzyme system counterscreen, AmpLite Red fluorescence; activity change, negative = inhibition, % at 58.2 µM, hits read low; 0.67% of 290,000 active; AID 2472; in the data active means activity change below about -30%; further: on the % scale 0 is the no-effect control and ±100 the full control effect
#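 Counterscreen lacking aldolase: glyceraldehyde-3-phosphate coupling-enzyme reagent preincubated 10 min at RT with compound (at 57.5 uM final), then substrate/coupling system with AmpLite Red added; fluorescence read at 525/598 nm after 20 min RT.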
# TRPV1 ag: agonists of human vanilloid receptor 1 (TRPV1) | Q8NER1 | TRPV1-expressing cells, Fluo-8 calcium influx, agonist mode | activation, % at 8.33 µM | 0.19% of 320,000 active; in the data active means activation above about 80%; inconclusive means between about 30% and that limit; further: 0% is about no effect
# Target sequence (Q8NER1 whole entry, looked up): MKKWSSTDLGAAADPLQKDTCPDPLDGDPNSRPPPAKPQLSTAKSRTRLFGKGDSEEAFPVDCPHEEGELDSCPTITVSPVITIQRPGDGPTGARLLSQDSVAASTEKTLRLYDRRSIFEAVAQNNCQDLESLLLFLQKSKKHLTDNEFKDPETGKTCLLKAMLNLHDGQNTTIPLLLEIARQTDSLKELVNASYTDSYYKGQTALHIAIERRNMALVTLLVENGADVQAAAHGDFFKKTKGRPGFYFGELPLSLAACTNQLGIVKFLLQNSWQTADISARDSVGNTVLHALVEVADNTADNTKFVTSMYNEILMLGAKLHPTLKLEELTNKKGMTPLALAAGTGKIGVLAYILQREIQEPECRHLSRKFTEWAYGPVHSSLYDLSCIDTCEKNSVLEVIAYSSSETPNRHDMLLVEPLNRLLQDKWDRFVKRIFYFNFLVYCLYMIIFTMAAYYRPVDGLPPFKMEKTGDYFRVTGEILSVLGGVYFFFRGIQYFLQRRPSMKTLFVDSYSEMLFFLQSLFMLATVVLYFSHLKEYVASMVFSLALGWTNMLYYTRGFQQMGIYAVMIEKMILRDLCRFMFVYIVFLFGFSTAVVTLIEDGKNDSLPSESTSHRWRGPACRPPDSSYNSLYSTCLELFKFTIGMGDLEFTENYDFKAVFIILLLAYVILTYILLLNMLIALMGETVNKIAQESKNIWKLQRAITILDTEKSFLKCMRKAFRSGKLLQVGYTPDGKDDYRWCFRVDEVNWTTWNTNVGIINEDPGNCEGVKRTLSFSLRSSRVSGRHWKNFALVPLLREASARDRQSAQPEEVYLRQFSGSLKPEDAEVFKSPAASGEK
#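 TRPV1-expressing cells were cultured overnight at 35.5C and loaded with Fluo-8 calcium dye for 40 to 90 min at room temperature. After a 10 s baseline, compound was added and calcium influx was read kinetically for 3 min (ex 480/em 520 nm).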
# MLL CXXC-DNA inh: blocks binding of human MLL CXXC domain to DNA. MLL-CXXC / FITC-HOXA9 DNA fluorescence polarization. Potency, µM (top dose mostly 115 µM), inactives show at the highest dose activity change, negative = inhibition, hits mostly inhibitors. 0.037% of 290,000 active. AID 2662; active means well fitted inhibition curve with a large enough effect in the polarisation, with a control signal flat, not every such curve was filed as active; inconclusive means small, poorly fitted or top-dose-only effect, or effect the other way, or a change in a side signal; inactive means no such curve, though single readings can be large or run the other way; the % refers to the polarisation; further: potency means the concentration at half of the fitted maximal effect
#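 Fluorescence polarization: 7 uM MLL-CXXC (stock) preincubated 5 min with compounds, then 50 nM fluorescein-HOX-A9 DNA (stock) added; 30 min ambient. Buffer 50 mM Tris-HCl pH 7.5, 50 mM NaCl, 1 mM DTT, 0.05% BSA.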
# a7 integrin act: integrin-mediated muscular dystrophy alleviation activation. alpha7betagal myoblasts, beta-gal FDG fluorescence, 48 h. Potency, µM (highest dose often 38.3 µM), for the others: at the top dose activation, hits mostly activators. 0.064% of 350,000 active;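 further: potency means the concentration at half of the fitted maximal effect; 100% = response of the positive control SU9516; nearly all actives have a fitted effect of over 60% in size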
#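 Alpha7betagal+/- myoblasts (passage 13) were plated 16-24 hr, then exposed to compounds (1:260 dilution of DMSO stock) for 48 hours at 37C. After MPER lysis, β-galactosidase reporter activity was read as FDG fluorescence (ex 480/em 540) after 30 minutes.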
# KCNH2 3.1 inh: inhibitors of human KCNH2 3.1 potassium channel isoform | U2OS KCNH2 3.1, thallium flux FluxOr; stronger effect = lower value | activity change, % (tested at about 1.8 µM) | 0.95% of 340,000 active;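 active means maximum activity change below -70%; inconclusive means maximum activity change from -70% to -50%; inactive means maximum activity change above -50%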;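 further: thallium influx rate constant from kinetic fluorescence after stimulation buffer; on the % scale 0 is the no-effect control and ±100 the full control effect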
#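 Channel expression came from 3.1 mutant virus (1.77 x 10^8 /mL) applied to suspended U2OS cells for 4 h. Flux was tracked with FluxOr dye plus Red40 quencher, and kinetic rate constants normalized to controls.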
# MBNL1 CUG block: MBNL1-poly(CUG) RNA binding inhibition; Q9NR56; TR-FRET MBNL1-His/biotin-(CUG)12 binding, 665/545 ratio; Potency, µM (series often up to 57.5 µM), for the others: top-dose activity change, negative = inhibition, most hits filed as inhibitors; 0.036% of 280,000 active; AID 2675; active means well fitted inhibition curve with a large enough effect in the signal ratio, with a control signal flat, not every such curve was filed as active; inconclusive means small, poorly fitted or top-dose-only effect, or effect the other way, or a change in a side signal; inactive means no such curve, though single readings can be large or run the other way; the % refers to the signal ratio; further: potency means the concentration at half of the fitted maximal effect; on the % scale 0 is the no-effect control and ±100 the full control effect
#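 Ratiometric TR-FRET (665 over 545 nm, excitation 340 nm) tracks disruption of MBNL1-His/biotin-(CUG)12 complex after 60 min at room temperature, with compounds at 92 nM to 58 uM final.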
# S-ASM inh: human S-ASM enzyme inhibition; P17405; placental ASM, HMU-PC fluorogenic substrate, 60 min; Potency, µM (titrated, usually from 57.5 µM), inactives show top-dose activity change, negative = inhibition, most hits filed as inhibitors; 0.006% of 340,000 active; further: potency means the concentration at half of the fitted maximal effect
#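 Steps: dispense placental human ASM, pin compound, wait 10 min at room temperature, add HMU-PC0 substrate at 9 uM final, incubate 60 min at 37 °C, add stop solution raising pH to 10, read fluorescence.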
# KCNH2 WT inh: blocks the wildtype human KCNH2 potassium channel | U2OS, BacMam KCNH2, thallium flux FluxOr; stronger effect = lower value | Q12809 | activity change, % at 1.84 µM | 0.37% of 340,000 active;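 active means maximum activity change below -70%; inconclusive means maximum activity change between -70% and -50%; inactive means maximum activity change above -50%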; further: on the % scale 0 is the no-effect control and ±100 the full control effect
#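 U2OS cells transduced with wild-type KCNH2 virus are loaded with FluxOr dye for 45 min, and thallium flux is measured in kinetic reads before and after stimulation buffer. Rate constants are normalized to DMSO controls.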
# A-T KAP1 phos: potential ataxia-telangiectasia treatment; […] A-T fibroblasts, KAP-1 phosphorylation AlphaLISA; neocarzinostatin DNA damage 30 min before lysis; Potency, µM (titrated, usually from 57.5 µM), for inactives: top-dose activation, most hits filed as activators; 0.19% of 320,000 active; AID 485349; further: potency means the concentration at half of the fitted maximal effect; % of control where 0% means no effect; nearly all actives have a fitted effect of over 45% in size
#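 hTERT-immortalized A-T patient fibroblasts ([…]), 500 cells/well in OPTI-MEM, 1% FBS, got compounds for 60 min, then NCS for 30 min at 37C. Lysates were then assayed for phospho-KAP-1 by AlphaLISA (anti-pKAP1 donor, anti-KAP1 acceptor beads), 6 hr at 25C.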
# GALK inhibitor: blocks human galactokinase activity. P51570. Purified GALK, Kinase-Glo residual ATP luminescence. Potency, µM (series often up to 57.5 µM), inactives show at the highest dose activity change, negative = inhibition, most hits filed as inhibitors. 0.007% of 270,000 active. AID 1868; further: potency means the concentration at half of the fitted maximal effect; on the % scale 0 is the no-effect control and ±100 the full control effect
#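 GALK at 5 nM final was combined with compound, 35 uM ATP and 100 uM galactose in HEPES pH8.0 with MgCl2 and DTT. The reaction ran one hour at room temperature before luminescent ATP detection.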
# * hit, by the source's call; i = inactive; ? = inconclusive; nt = not tested or not shown; & = joins results of further samples; [ ] = remark or other dose. Unless noted, the call rests on the fitted dose curve; in most records, active means well fitted curve in the direction sought with a large enough effect; inconclusive means small, poorly fitted or top-dose-only effect, or another doubt; inactive means no such curve, though single readings can be large; an effect the other way counts as inactive or inconclusive.
no.	molecule	FBPA coupling cs	TRPV1 ag	MLL CXXC-DNA inh	a7 integrin act	KCNH2 3.1 inh	MBNL1 CUG block	S-ASM inh	KCNH2 WT inh	A-T KAP1 phos	GALK inhibitor
1	CSc1ncccc1C(=O)NCC1CCCCC1	1	0	4%	-32%	11	1%	3%	-2	-3%	-1%
2	COc1ccc(C2(C(=O)Nc3ccc(C)c(C)c3)CCOCC2)cc1	5	1	-3%	8%	8	1%	3%	-2	-1%	0%
3	Cc1ccc(N2C(=O)C(CN3CCCC3)C2c2ccccc2)cc1 (stereo not given)	2	-2	6%	-47%	-37	-2%	6%	36	-1%	-1%
4	COCCCN(C(=O)c1ccco1)c1nc(-c2cc(OC)ccc2OC)cs1	1	nt	-5%	11%	-8	14%	-8%	4	4%	0%
5	COc1ccc(Cc2nnc(SCC(=O)Nc3ccccc3)[nH]c2=O)cc1	nt	-3	nt	7%	-16	nt	1%	7	-3%	nt
6	CC(=O)c1cc(C)ccc1OC(=O)CCN1C(=O)C2C3c4ccccc4C(c4ccccc43)C2C1=O (stereo not given)	-1	-2	-6%	-6%	-87*	-5%	2%	-7	-6%	6%
7	CCOC(=O)COc1cccc2c(=O)n(CC(=O)N3CCCc4ccccc43)ccc12	0	-4	-4%	-29%	1	-2%	1%	-1	0%	-2%
8	Cc1cc(C)c(-c2cc(NC(=O)COC(=O)c3ccc(C#N)cc3)n(-c3ccccc3)n2)cc1C	-2	1	7%	-1%	?	0%	-16%	8	-5%	3%
9	Cc1cccc2c(=O)cc(C)n(Cc3ccccc3)c12	-1	9	4%	2%	3	nt	7%	5	6%	3%
10	CSCCC(NS(=O)(=O)c1ccc(C)cc1)C(=O)NNC(=O)c1csc(N2CCOCC2)n1 (stereo not given)	nt	0	-14%	32%	4	-1%	1%	3	2%	3%
11	C#CCOCCOCCOCCNc1nc(N2CCN(C(=O)CCCCCCCCCCNC(=O)Cn3cc(CCCCCN)nn3)CC2)nc(N2CCN(C(=O)CCCCCCCCCCNC(=O)[C@H]([C@@H](C)CC)n3cc(CCCCN=C(N)N)nn3)CC2)n1	nt	1	nt	-24%	-34	nt	-21%	-5	-12%	nt
12	CC(C(=O)N1CCc2ccccc21)N1CCN(S(=O)(=O)c2cccc(C(F)(F)F)c2)CC1 (stereo not given)	nt	7	nt	6%	-23	nt	-8%	7	4%	nt
13	O=C(Nc1ccc(O)cc1)c1cccc(Oc2ccc([N+](=O)[O-])cc2)c1	0	14	1%	?	-49	-8%	?	25	5%	-3%
14	Cc1cc(N2CCCCCC2)nc(-c2ccccc2O)n1	12	1	1%	4%	0	-2%	30%	17	12%	1%
15	CCC(=O)Nc1ccc2c(c1)ncn2-c1ccccc1OC	1	0	6%	0%	8	-9%	3%	7	4%	5%
16	CCOC(=O)C(CSCC(=O)c1ccc(Cl)cc1Cl)NC(=O)OC(C)(C)C (stereo not given)	-11	?	8%	-2%	1	-3%	-7%	-2	-3%	0%
17	COc1ccc(C(=O)C(O)C(c2ccc(C)cc2)N2CCOCC2)cc1OC (stereo not given)	4	-2	-4%	-19%	-12	5%	3%	-2	-2%	11%
18	Cn1cnnc1SCC(=O)Nc1ccc(S(N)(=O)=O)cc1	-1	3	-7%	-6%	-5	-8%	6%	1	0%	3%
19	COc1cccc(C(=O)OCC(=O)NCCC2=CCCCC2)c1	nt	nt	nt	8%	-7	nt	-3%	1	9%	nt
20	COc1cc(C(=S)N2CCCCC2)ccc1OCC(=O)Nc1ccc(F)cc1	-1	1	4%	0%	-11	2%	-1%	25	13%	-1%
21	Cc1nn(C)c(C)c1CCC(=O)N1CCCC(Nc2ccc(C(C)C)cc2)C1 (stereo not given)	nt	4	4%	-13%	-7	8%	2%	-12	7%	8%
22	O=C(CCCn1c(=O)c2sccc2n(CC(=O)NCC2CCCO2)c1=O)NCc1ccco1 (stereo not given)	0	0	3%	-9%	-12	-6%	6%	-3	2%	2%
23	O=C(O)CCN1C(=O)/C(=C\c2cccc(Oc3ccccc3)c2)SC1=S	13	-5	15%	-3%	1	-1%	-7%	-3	-18%	-13%
24	O=[N+]([O-])c1ccc(Oc2cnc3ccccc3n2)cc1	9	6	1%	?	9	nt	-8%	0	6%	9%
25	O=C(Nc1ccc(Br)cc1)c1cccc(OC(=S)N2CCOCC2)c1	-3	?	6%	-17%	-14	-4%	?	-1	-1%	-3%
26	CCCCC1=CC2=CC(=O)C(C)(OC(=O)CC)C(=O)C2=CN1CCc1ccc(Br)cc1 (stereo not given)	-1&-16	9	-7%	?	-15	14%	93%[activator]	-1	32%	-2%
27	COc1cc(NC(=S)NCc2ccco2)c(OC)cc1Cl	0	22	19%	20%	-13	-5%	0%	i	2%	3%
28	CC(=O)Nc1ccc(-c2csc(N/N=C\c3ccncc3)n2)cc1	-2	-2	-7%	-12%	1	?	-4%	2	-8%	0%
29	CCOC(=O)c1sc(/N=C/N(C)C)c(C(=O)OCC)c1C	2	2	2%	-21%	6	0%	3%	-17	0%	4%
30	Cc1cc(CO)nn1-c1ccc([N+](=O)[O-])cc1	0	0	3%	4%	-13	?	-2%	-19	-1%	nt
31	COc1cc(NC(=O)COC(=O)[C@@H]2CCCN2S(=O)(=O)c2ccc(Cl)cc2)cc(OC)c1OC	1	3	-1%	3%	-10	11%	-5%	0	-8%	-1%
32	CN1CCN(C(=O)/C(=C/c2ccccc2)c2ccccc2)CC1	-2	-1	-5%	10%	-34	6%	6%	10	-3%	1%
33	CCN(CC)c1ncnc2c1sc1nc(N3CCOCC3)c3c(c12)CCC3	-2	4	-1%	nt	nt	-12%	nt	nt	7%	-5%
34	CN(CCC#N)C(=O)CSc1ncnc2sc(-c3ccccc3)cc12	0	21	-4%	-18%	10	?	-7%	-8	11%	1%
35	O=C(OCc1ccc(O)cc1)c1c(-c2ccsc2)oc2ccc(N3CCOCC3)cc12	0	-2	12%	-37%	14	?	?	6	12%	nt
36	CN(CC(=O)Nc1ccccc1Br)C(=O)c1ccc(-c2ccc(Cl)cc2)o1	nt	25	1%	15%	-21	0%	-10%	-6	-12%	0%
37	Cc1c(/C=N/NC(=O)c2ccc(Br)o2)cnn1C	0	1	-5%	-14%	-2	-10%	0%	4	-4%	-1%
38	O=C1C(C2=NC(c3ccccn3)C3C(=O)N(c4ccccc4)C(=O)C23)=C(O)c2ccccc21 (stereo not given)	-1	-1	?	0%	2	7%	15%	2	-1%	5%
39	COC(=O)C1(c2ccccc2)NC(c2ccc(O)cc2)C2C(=O)N(c3ccc4c(c3)OCO4)C(=O)C21 (stereo not given)	8	-1	-10%	7%	3	-2%	1%	3	-4%	-3%
40	N#CC1=C(N)OC2=C(C(=O)CCC2)C1C1CC=CCC1 (stereo not given)	-19	0	10%	8%	10	?	0%	-2	10%	1%
41	O=C(Nc1cccc(F)c1)N1CCN(C(=O)c2ccco2)CC1	nt	3	5%	14%	0	-7%	1%	10	5%	3%
42	COc1ccc(/C=C2/SC(=S)N(NS(=O)(=O)c3ccccc3)C2=O)cc1	4	-1	13%	22%	-10	6%	-30%	-31	-12%	-5%
43	COc1cccc(/C(C)=N/NS(=O)(=O)c2ccc(Cl)cc2)c1	4	-3	-1%	6%	-13	-7%	-4%	-14	0%	6%
44	O=C(CN1CCCCC1)Nc1nnc(-c2ccc([N+](=O)[O-])cc2)s1	2	-2	-3%	-8%	-10	?	-3%	1	4%	-3%
45	O=c1ccc2cc3c4c(c2o1)CCCN4CCC3	-1	17	?	18%	8	?	nt	-1	11%[11.5 µM]	3%
46	Cc1c(Cl)cccc1NC(=O)CCN1CCOCC1	-1	5	1%	-13%	-6	5%	2%	1	-8%	2%
47	O=C(Cc1ccccc1)Nc1ccc2oc(-c3ccncc3)nc2c1	3	5	-5%	6%	-1	52%[activator]	47%[activator]	1	4%	0%
48	CCOC(=O)C1=C(N)N(c2ccccc2)C2=C(C(=O)CCC2)C1c1cccnc1 (stereo not given)	-4	0	2%	-11%	nt	-19%[11.5 µM]	-1%	-6	0%	nt
49	COc1ccc(CCn2nnnc2C(c2ccccc2)N2CCN(C)CC2)cc1OC (stereo not given)	1	1	0%	10%	5	-7%	3%	8	4%	1%
50	COc1ccc(S(=O)(=O)NC(C)CCc2ccccc2)cc1 (stereo not given)	1	1	-4%	12%	-8	0%	-2%	-3	4%	0%
51	Nc1c(C(=O)CSc2nncn2-c2ccccc2)c(=O)[nH]c(=O)n1C1CC1	nt	-2	nt	-23%	3	nt	-2%	-1	-8%	nt

# Source: PubChem (National Center for Advancing Translational Sciences (NCATS))
